MLLE-PAM2 inh: inhibitors of PABP1 MLLE–PAM2 peptide binding, primary screen, biochemical, fluorescence polarization, FITC-PAM2, GST-MLLE | 360,000 tested, 0.36% active | inhibition, % at 20 µM; in the data active = inhibition above about 35%, passing the limit was not always enough;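 note: plate controls were DMSO wells with GST-MLLE for no effect and wells lacking GST-MLLE protein for full effect; some results filed as inactive read as strong as hits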
Target sequence (P11940 whole entry, looked up): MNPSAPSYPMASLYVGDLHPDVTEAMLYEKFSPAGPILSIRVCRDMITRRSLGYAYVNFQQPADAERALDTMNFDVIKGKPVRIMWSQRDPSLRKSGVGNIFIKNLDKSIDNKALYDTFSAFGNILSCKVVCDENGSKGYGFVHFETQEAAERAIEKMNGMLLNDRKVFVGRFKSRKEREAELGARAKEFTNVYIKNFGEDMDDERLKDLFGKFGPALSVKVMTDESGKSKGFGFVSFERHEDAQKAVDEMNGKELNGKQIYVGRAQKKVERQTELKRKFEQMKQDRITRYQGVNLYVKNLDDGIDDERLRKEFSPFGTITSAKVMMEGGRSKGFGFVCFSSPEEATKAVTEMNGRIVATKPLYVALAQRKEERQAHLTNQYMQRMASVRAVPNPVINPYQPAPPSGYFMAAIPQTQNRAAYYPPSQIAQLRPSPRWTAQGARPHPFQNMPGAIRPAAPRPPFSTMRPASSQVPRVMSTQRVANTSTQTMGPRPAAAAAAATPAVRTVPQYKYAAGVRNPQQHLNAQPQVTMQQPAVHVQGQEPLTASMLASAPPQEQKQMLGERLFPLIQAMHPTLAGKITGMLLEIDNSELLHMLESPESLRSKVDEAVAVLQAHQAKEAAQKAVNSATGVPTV
bovine MsrA act: bovine MsrA enzyme activators, primary screen, biochemical, absorbance, HTS | 360,000 tested, 0.3% active | activation, % at 10.6 µM | AID 602163, 2012 | purified bovine MsrA, absorbance read-out; in the data active = activation above about 7.5%;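 note: 0% = vehicle and 100% = reference activator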
SKN-1 inh: suppressors of acrylamide-induced Pgst-4::GFP reporter in worms, primary screen, SKN-1 inhibitor project, whole organism, uHTS, GFP/RFP fluorescence ratio, strain VP596 | inhibition, % at 21.8 µM | C. elegans VP596 Pgst-4::GFP/RFP ratio, 24 h | AID 624304, 2012 | 360,000 tested, 0.49% active;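 active = interference check ratio from 0.5 to 1.5 plus GFP to RFP signal ratio inhibition reaching or exceeding a fixed threshold, cut at about 30% in these data, passing the limit was not always enough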; note: some compounds called inactive have numbers as strong as hits
MT1-MMP act inh: blockers of MT1-MMP proenzyme processing, primary screen, HT1080 RFP-PRO-GFP cells, GFP/RFP fluorescence; GFP/RFP ratio fluorescence, overnight; percent of plate control window, DMSO zero; 360,000 tested, 0.061% active; GFP/RFP ratio change, % at 20 µM; Matrix metalloproteinase-14 (Homo sapiens), P50281;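 active = GFP/RFP ratio change of at least 30% with cell ATP level not reduced by more than half and red fluorescence within 50% of control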; note: strong numbers were not always called active
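Test system: HT1080 RFP-PRO-GFP cells; Benchmarks: DMSO and RFP-L50D-GFP cell wells; Timing: cells overnight before dosing, compound overnight, 37 °C, 5% CO2; Compound: one 20 µM compound dose with 1% DMSO; Read-out: GFP/RFP fluorescence ratio.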
FAS-TE inh: FAS thioesterase domain inhibitors, primary screen, biochemical, fluorescence intensity, uHTS. recombinant FAS-TE, OMFH fluorogenic substrate, fluorescence endpoint. inhibition, % at 15 µM. Fatty acid synthase (Homo sapiens), P49327. 360,000 tested, 0.67% active. AID 602261, 2012;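 active = compounds whose normalised, plate-corrected inhibition of enzyme fluorescence in the single-dose primary screen is 50% or more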;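 note: 0% = DMSO with enzyme and 100% = substrate without enzyme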
CendR NRP1 mod: modulators of CendR peptide binding to NRP-1, primary screen, biochemical, fluorescence polarization, uHTS; FAM-RPARPAR peptide binding to NRP-1; AID 602438, 2012; 360,000 tested, 0.85% active; inhibition, % at 25 µM; Neuropilin-1 (Homo sapiens), O14786;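 active = inhibition or corrected inhibition above about 18%, plus a signal ratio from 0.5 to 1.5, limit read from the data, passing the limit was not always enough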; note: strong numbers were not always called active
MsrA inhibitor: bovine MsrA enzyme inhibitors, primary screen, biochemical, absorbance, HTS. Methionine sulfoxide reductase A (Bos taurus). purified bovine MsrA, absorbance read-out. inhibition, % at 15.5 µM. 360,000 tested, 0.75% active. AID 651718, 2012; in the data active = inhibition above about 4.5%;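 note: 0% = vehicle wells with enzyme and 100% = reference inhibitor wells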
eLon inh: inhibitors of E. coli Lon protease, primary screen, biochemical, fluorescence polarization. P0A9M0. purified E. coli Lon protease. inhibition, % at 7.94 µM. 360,000 tested, 0.42% active. AID 602123, 2011; in the data active = inhibition above about 13%, passing the limit was not always enough;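 note: 0% = enzyme with probe and DMSO and 100% = no enzyme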
Tb MetRS inh: T. brucei MetRS inhibitors, primary screen, biochemical, luminescence; 360,000 tested, 0.4% active; inhibition, % at 11.9 µM; methionyl-tRNA synthetase (Trypanosoma brucei brucei); purified T. brucei MetRS, ATP depletion, Kinase-Glo luminescence;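 active = inhibition above a per-plate cutoff of the control wells' mean inhibition plus 3 SD, cut at about 5.5% in these data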;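 note: 0% = DMSO wells median and 100% = median of wells with control inhibitor compound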
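Assay system: T. brucei methionyl-tRNA synthetase, purified | Medium: HEPES buffer with MgCl2, KCl, DTT, spermine, BSA, pyrophosphatase | Compound: 11.9 µM single point | Incubation: 15 min enzyme-compound preincubation, 2 h reaction, 10 min detection, 25 °C | Measured by: Kinase-Glo luciferase luminescence reporting remaining unconsumed ATP | Measure: % inhibition normalized to control-well medians | Replication: Singlicate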
The depositor's hits bear a star; x = not tested or not shown.

Preview:
No.	structure	MLLE-PAM2 inh	bovine MsrA act	SKN-1 inh	MT1-MMP act inh	FAS-TE inh	CendR NRP1 mod	MsrA inhibitor	eLon inh	Tb MetRS inh
1	CC(=O)Oc1ccc2c(c1)C(=O)c1ccccc1CO2	2	-10	19	1	-1	-8	-0.5	-1	-0.6
2	N#CCCN(C(=O)COc1ccc(C#N)cc1)c1ccc(F)cc1	4	0	12	3	-1	2	-0.7	3	0.0
3	COCCn1nnnc1C(c1ccccc1OC)N1CCN(C(=O)c2ccco2)CC1 (centres undefined)	1	-12	-3	-5	-8	6	0.7	-4	-1.2
4	CC(=O)c1ccc(NC(=O)c2ccc3c(=O)n4c(nc3c2)CCCCC4)cc1	-8	-1	6	2	0	0	0.0	2	-0.8
5	C=CCOc1ccccc1CNn1c(C)n[nH]c1=S	-1	0	9	0	-8	-3	-1.1	-2	-0.3
6	CCc1ccc(NS(=O)(=O)c2ccc3[nH]cc(C(=O)N(C)Cc4ccco4)c(=O)c3c2)cc1	-15	-2	6	-5	8	-24	2.2	-2	0.5
7	Cn1cccc1CC(=O)NNC(=O)Nc1ccc(F)cc1	3	0	1	-1	-1	4	0.3	-3	0.3
8	O=C(N/N=C/c1cc(Cl)ccc1O)c1ccccc1Br	1	-12	7	6	50	-5	0.1	1	-2.0

This part in full (from the top)
No.	structure	MLLE-PAM2 inh	bovine MsrA act	SKN-1 inh	MT1-MMP act inh	FAS-TE inh	CendR NRP1 mod	MsrA inhibitor	eLon inh	Tb MetRS inh
1	CC(=O)Oc1ccc2c(c1)C(=O)c1ccccc1CO2	2	-10	19	1	-1	-8	-0.5	-1	-0.6
2	N#CCCN(C(=O)COc1ccc(C#N)cc1)c1ccc(F)cc1	4	0	12	3	-1	2	-0.7	3	0.0
3	COCCn1nnnc1C(c1ccccc1OC)N1CCN(C(=O)c2ccco2)CC1 (centres undefined)	1	-12	-3	-5	-8	6	0.7	-4	-1.2
4	CC(=O)c1ccc(NC(=O)c2ccc3c(=O)n4c(nc3c2)CCCCC4)cc1	-8	-1	6	2	0	0	0.0	2	-0.8
5	C=CCOc1ccccc1CNn1c(C)n[nH]c1=S	-1	0	9	0	-8	-3	-1.1	-2	-0.3
6	CCc1ccc(NS(=O)(=O)c2ccc3[nH]cc(C(=O)N(C)Cc4ccco4)c(=O)c3c2)cc1	-15	-2	6	-5	8	-24	2.2	-2	0.5
7	Cn1cccc1CC(=O)NNC(=O)Nc1ccc(F)cc1	3	0	1	-1	-1	4	0.3	-3	0.3
8	O=C(N/N=C/c1cc(Cl)ccc1O)c1ccccc1Br	1	-12	7	6	50	-5	0.1	1	-2.0
9	CCOC(=O)c1c(S(=O)(=O)NCCc2ccco2)c(C)n(C)c1C	-1	-3	5	-1	-2	-8	0.3	1	-0.4
10	CCOC(=O)c1cnc2c(C(=O)OC)cccc2c1NCc1ccco1	6	-1	9	2	-6	4	4.1	-4	-0.3
11	O=C(Nc1cc(S(=O)(=O)N2CCOCC2)ccc1N1CCCC1)c1cc(F)c(F)cc1Cl	-1	-1	4	3	0	16	0.1	-6	-0.4
12	Cc1ccc(C(=O)Nc2scc(-c3ccccc3)c2C(=O)O)o1	-2	-6	6	0	5	-11	4.6*	-2	-0.6
13	O=C1CC(NS(=O)(=O)c2cccs2)CN1c1cccc(F)c1 (centres undefined)	-6	-3	11	-2	-4	14	-1.1	-7	0.1
14	CN(c1ccccc1)c1nc2ccsc2c(=O)s1	6	1	43*	-2	34	-14	0.2	-7	-0.1
15	Cc1cc(N2CCC(C)CC2)nc(SCC(=O)c2ccccc2)n1	-6	-2	22	-8	17	-7	-1.0	-5	-0.3
16	Cc1cc(NC(=O)COC(=O)C2COc3ccccc3O2)no1 (centres undefined)	-2	-1	-4	4	-7	1	0.3	4	0.9
17	CCN1C(=O)NC2C1N(S(C)(=O)=O)CCN2S(C)(=O)=O (centres undefined)	1	1	23	1	-5	4	-0.5	2	-0.1
18	COc1ccc(-c2csc(NC(=O)Cc3cccc4ccccc34)c2C(=O)O)cc1	-5	-2	10	8	-4	-16	-0.5	-4	-0.6
19	Cc1cc(NC(=O)CN2CCOCC2)n(-c2ccccc2)n1	19	-8	-6	10	-3	-4	-0.3	7	2.5
20	O=C(O)c1cccc(NC(=O)c2ccc(CN3C(=O)c4ccccc4C3=O)cc2)c1	1	-2	3	-2	-3	-3	0.7	1	-0.5
21	CC1(C(=O)O)CCCN(C(=O)c2cccnc2Oc2ccccc2)C1 (centres undefined)	-1	-5	-1	2	-11	-6	-0.3	2	-0.3
22	O=C(N/N=C/C=C/c1ccccc1)c1cccnc1	-2	-3	0	1	-3	1	5.3*	2	0.0
23	CC1=C(C(=O)OC(C)C)C(c2cccs2)NC(=S)N1 (centres undefined)	-125	-5	8	1	-8	6	3.1	3	0.1
24	COc1ccccc1NC(=O)CSc1nnc(CNC(=O)c2ccccc2F)o1	-19	-5	4	-4	-8	10	0.8	-7	-0.3
25	Cc1nc(NC(=O)c2ccccc2)sc1Cc1ccc2c(c1)OCO2	-7	-4	-9	1	31	-4	0.1	1	-0.4
26	Cn1cnc2cc(NC(=O)c3ccco3)ccc21	-9	2	2	3	-8	24*	1.7	-8	-0.1
27	O=C(Nc1ccccc1N1CCCC1)C1CCN(S(=O)(=O)c2ccccc2C(F)(F)F)CC1	3	-3	0	4	20	-1	-0.2	11	-0.5
28	COCCNC(=O)C1(C)CCCN(C(=O)c2ccccc2OC(F)(F)F)C1 (centres undefined)	-9	-1	6	0	-5	5	-0.1	0	-0.4
29	CCOc1ncccc1C(=O)OCc1ccc([N+](=O)[O-])cc1	-8	-3	0	5	4	17	-0.1	-3	0.3
30	Cc1ccccc1OCCc1c(C)[nH]c(=S)[nH]c1=O	8	-2	-4	2	-6	-4	-0.5	-2	0.8
31	CN(C)c1ccnc2sc(C(=O)NCc3ccccc3)c(N)c12	-2	-3	18	0	2	9	2.9	8	0.1
32	CCCCn1c(N)c(N(CC(C)C)C(=O)CN(C)S(=O)(=O)c2ccc(F)cc2)c(=O)[nH]c1=O	-6	-1	11	0	-4	-3	-1.3	-6	-0.4
33	COc1ccc(N(C)S(=O)(=O)c2cccc(C(=O)Nc3nnc(C4CC4)s3)c2)cc1	-19	-4	5	-9	5	-2	0.7	-6	0.0
34	COc1ccc(CNC(=O)C(c2ccco2)N(Cc2ccccc2)C(=O)Cc2cccs2)cc1 (centres undefined)	4	-6	17	-3	14	14	-0.7	-1	-0.1
35	O=C(N[C@H]1C/C=C\C(c2cccc(F)c2)N(Cc2ccccc2)C(=O)C1)OCC1c2ccccc2-c2ccccc21 (some centres undefined)	7	-2	21	4	21	10	-1.6	8	-0.6
36	COc1cccc(NC(=O)CN(C)CC(=O)NCC(=O)Nc2ccc(F)cc2)c1	-46	-3	-1	1	0	8	-1.1	1	0.0
37	CCN(CC)c1ccc(N2C(=NC(=O)C3CC3)SC3CS(=O)(=O)CC32)cc1 (centres undefined)	14	-9	-1	-1	-4	9	0.9	13	-0.2
38	Cc1cc(C)n(CC(O)COc2c(C)cccc2C)n1 (centres undefined)	16	-3	5	0	-7	-8	0.7	-8	-0.2
39	COc1ccc(C(O)(CCN2CCCCC2)C2CCCCC2)cc1 (centres undefined)	28	-4	1	-2	0	-13	-1.7	-2	-0.4
40	O=C(O)c1cc2n(n1)C(C(F)(F)F)CC(c1ccco1)N2 (centres undefined)	-6	-3	-2	-4	-4	-16	-0.2	-10	0.0
41	COc1ccc(Oc2nnc(-c3ccc(C)cc3)c3ccccc23)cc1	2	-8	1	1	2	-25	-0.7	-2	-1.7
42	Cc1cc(N)n(-c2nc3ccccc3s2)n1	2	-1	7	0	3	9	-0.1	-9	-0.9
43	Cc1nn(C(C)(C)C)c(OC(=O)c2ccco2)c1Sc1ccccc1	24	1	-24	5	15	-6	-1.3	2	-0.8
44	Cc1ccc(OCC(=O)NNC(=O)C2CCN(c3ncnc4sc(C)c(C)c34)CC2)cc1	-1	0	10	-6	4	-6	0.8	4	-0.4
45	C[C@H](CO)N1C[C@H](C)[C@@H](CN(C)S(=O)(=O)c2cccs2)Oc2ccc(NC(=O)C3CC3)cc2C1=O	2	2	8	3	-7	7	-0.5	-10	-0.5
46	Cn1ncc(Cl)c1C(=O)NCc1cc(C(C)(C)C)n[nH]1	10	-10	-4	11	-11	1	-1.3	-2	-1.6
47	C/C(CC(=O)NCc1ccco1)=N\NC(=O)Cc1ccc(-c2ccccc2)cc1	10	-2	-1	-3	-6	11	0.4	-19	0.1
48	COc1ccc(CNC(=O)c2ccc(NS(=O)(=O)c3c(C)noc3C)cc2)cc1	0	0	-3	-1	-1	3	-0.5	-3	-0.8
49	O=C(Nc1ccn(CCCNCc2ccc3c(c2)OCO3)c(=O)n1)OCc1ccccc1	9	-4	7	2	9	-6	-0.1	-6	-0.1
50	O=C(/C=C/c1cc([N+](=O)[O-])ccc1OC(F)F)NCc1ccc(Cl)cc1	-5	-5	-23	0	80*	-7	-0.4	-19	-0.6
51	CCc1c(C(=O)NC(C)C2CCCO2)csc1C (centres undefined)	5	-6	14	3	-7	12	-1.1	-9	-0.4
52	COc1ccccc1NS(=O)(=O)c1cccc(C(=O)N2CCN(C(=O)c3ccco3)CC2)c1	-2	1	3	-3	-6	-11	-1.3	-3	-0.2
53	Cc1cccc(Nc2nc(-c3ccc(F)c(C)c3)cs2)n1	18	-8	-2	-11	20	1	0.2	6	-1.0
54	Cc1nc(NC(=O)/C=C/c2ccccc2)sc1C(=O)Nc1ccc(Cl)cc1	-17	-2	10	8	-3	3	1.5	-17	0.0
55	CCOC(=O)/C(C#N)=N/Nc1c(C)n(C)n(-c2ccccc2)c1=O	15	-8	3	7	-5	-5	3.0	8	-0.8
56	O=C1CCCC(=NNC(=O)c2cc3ccccc3cc2O)C1	-108	1	7	-14	-4	-222	x	-195	5.9*
